Bioassay records: PubChem, several laboratories
VIM-2 inh: blocks Pseudomonas aeruginosa VIM-2 metallo-beta-lactamase; purified VIM-2, nitrocefin hydrolysis, epi-absorbance fluorescence; inhibition, % at 5.6 µM; hit rate 0.89% among 290,000; AID 1527;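 active means inhibition above the mean of all tested compounds plus 3 SD, cutoff set per screening run, cut at about 7.5% in these data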;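 further: red hydrolysis product quenches plate fluorescence so inhibitors raise well fluorescence; 0% = enzyme with DMSO and 100% = DMSO without enzyme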
IMP-1 inhibitor: inhibitors of Pseudomonas aeruginosa IMP-1 metallo-beta-lactamase; hit rate 0.45% among 290,000; purified IMP-1, nitrocefin hydrolysis, epi-absorbance fluorescence; inhibition, % at 5.6 µM;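 active means inhibition above the mean plus 3 SD of all compounds in the same screening run, cut at about 4.5% in these data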;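 further: 0% = IMP-1 with DMSO and 100% = DMSO wells lacking enzyme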
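System: Purified recombinant IMP-1 metallo-beta-lactamase enzyme | Measured by: Fluorescence quenching readout, ex 480/em 530 nm | Replication: Singlicate | Incubation: 15 min preincubation plus 25 min reaction at 25 °C | Evaluation: Percent inhibition from optical density relative to buffer-blank wells | Benchmarks: DMSO with and without IMP-1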
CRFR2-BP antag: CRF-BP/CRF-R2 complex antagonism; HEK293 CRF-R2/CRF-BP, CRF-induced calcium fluorescence; inhibition, % at 11.8 µM; hit rate 0.59% among 350,000; AID 588475;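 active means inhibition of the ligand-induced calcium signal above about 50% at the single tested concentration, limit read from the data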
GalR3 antag: antagonists of human GalR3; hit rate 0.44% among 360,000; AID 651719; HEK293 GalR3-CNG cAMP membrane potential fluorescence; galR3 body fused to GalR1 C-terminus; O60755; inhibition, % at 3 µM;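 active means inhibition above the screen-wide average plus 3 SD, cut at about 13% in these data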;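 further: forskolin and galanin both at EC90 stimulate the cells; cAMP rise reported by CNG channel membrane potential dye signal; 0% = forskolin plus galanin with DMSO and 100% = forskolin alone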
SUMO HTRF inh: blocks human SUMOylation mediated by UBC9 | HTRF SUMOylation assay, SAE1/SAE2 + UBC9, in vitro | hit rate 0.36% among 290,000 | inhibition, % at 35 µM | P63279; in the data active means inhibition above about 50%, passing the limit was not always enough; further: strong numbers were not always called active
IDE inh: inhibitors of human insulin-degrading enzyme in cells. HEK cells, FAbetaB cleavage, fluorescence polarization. inhibition, % at 5.59 µM. hit rate 0.41% among 320,000;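 active means percent inhibition above the average of all tested compounds plus 3 SD, set per screening campaign, cut at about 16% in these data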;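 further: IDE supplied by intact live HEK cells; FP after avidin binding of uncleaved biotin substrate so inhibition keeps polarization high; 0% = DMSO wells and 100% = 60 µM reference IDE inhibitor Ii1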
Target sequence (P14735 whole entry, looked up): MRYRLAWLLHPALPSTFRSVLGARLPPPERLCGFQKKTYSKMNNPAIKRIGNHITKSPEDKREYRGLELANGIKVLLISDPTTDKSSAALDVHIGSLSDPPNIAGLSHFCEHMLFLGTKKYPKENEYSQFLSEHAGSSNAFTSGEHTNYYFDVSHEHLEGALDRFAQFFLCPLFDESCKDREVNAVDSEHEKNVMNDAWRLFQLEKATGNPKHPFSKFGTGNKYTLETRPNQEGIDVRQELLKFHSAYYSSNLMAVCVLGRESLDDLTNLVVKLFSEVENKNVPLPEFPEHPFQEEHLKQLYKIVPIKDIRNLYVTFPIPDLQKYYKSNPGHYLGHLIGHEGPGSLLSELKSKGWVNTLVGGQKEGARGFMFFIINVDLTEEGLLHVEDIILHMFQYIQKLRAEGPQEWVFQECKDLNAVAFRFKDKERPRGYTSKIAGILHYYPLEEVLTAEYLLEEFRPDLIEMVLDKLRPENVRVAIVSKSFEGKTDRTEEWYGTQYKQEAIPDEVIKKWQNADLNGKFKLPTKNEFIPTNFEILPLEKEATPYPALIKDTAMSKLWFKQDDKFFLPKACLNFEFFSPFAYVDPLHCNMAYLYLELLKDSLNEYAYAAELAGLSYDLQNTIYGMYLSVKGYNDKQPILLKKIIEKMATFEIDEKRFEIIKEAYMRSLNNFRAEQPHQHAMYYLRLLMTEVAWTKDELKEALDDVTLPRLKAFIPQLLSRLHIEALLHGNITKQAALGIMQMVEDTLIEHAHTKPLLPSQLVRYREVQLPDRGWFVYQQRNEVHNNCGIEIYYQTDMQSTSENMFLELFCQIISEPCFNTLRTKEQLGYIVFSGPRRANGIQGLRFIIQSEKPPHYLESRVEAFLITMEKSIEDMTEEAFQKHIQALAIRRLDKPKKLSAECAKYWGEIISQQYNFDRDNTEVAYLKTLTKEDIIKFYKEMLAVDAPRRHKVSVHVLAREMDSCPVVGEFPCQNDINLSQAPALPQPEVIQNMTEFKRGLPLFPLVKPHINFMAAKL
p-CIP stab down: p/CIP protein destabilization | decrease of EGFP signal, % at 10 µM | Q05BA5 | F442A p/CIP-EGFP cells, EGFP fluorescence, 16 h | hit rate 0.01% among 290,000;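 active means EGFP signal decrease of at least 30% at 10 µM or well 3 SD below plate mean, unless failing retest; inactive means the rest, including hits failing retest or dose response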; further: some compounds called inactive have numbers as strong as hits; many of its hits are not listed in these tables
IDE cell activ: activators of human insulin-degrading enzyme in cells. P14735. hit rate 0.073% among 340,000. HEK cells, FAbeta-B cleavage, fluorescence polarization; 0% vehicle, 100% cell-free pure enzyme wells. activation, % at 5.96 µM;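 active means activation above the mean of all tested compounds plus 3 SD, set per screening campaign, cut at about 17% in these data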
HCV NS3 hel inh: inhibitors of Hepatitis C virus NS3 helicase; NS3 helicase DNA unwinding, Cy5 molecular beacon fluorescence; inhibition, % at 10.9 µM; hit rate 0.56% among 290,000;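 active means inhibition above the mean of all tested compounds plus 3 SD, set per campaign, cut at about 35% in these data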;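 further: 0% = DMSO wells and 100% = thioflavine S control wells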
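Test system: hepatitis C virus NS3 helicase domain fragment enzyme. Also added: annealed dual-labelled DNA beacon duplex, ATP-started. Timing: 60 min unwinding reaction at 25 °C after ATP addition. Technique: Cy5 fluorescence. Measure: % inhibition of unwinding.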
Active calls of the source: *; nt = no result given; & = joins results of further samples. This is a random part of the collection, and some 3.2% of all compounds hit somewhere here.

SMILES | VIM-2 inh | IMP-1 inhibitor | CRFR2-BP antag | GalR3 antag | SUMO HTRF inh | IDE inh | p-CIP stab down | IDE cell activ | HCV NS3 hel inh
O=C(CCN1C(=O)/C(=C/c2ccc(F)cc2)SC1=S)Nc1cc([N+](=O)[O-])ccc1O | -3.7 | -3.6 | 6 | -6 | 21 | 2 | 4 | 5 | 28
CC1CN(C(=O)COC(=O)c2cnc(Cl)c(Cl)c2)CC(C)O1 (centres undefined) | nt | nt | 3 | -5 | nt | 7 | nt | 1 | nt
COc1ccc(NC(=S)Nc2ccccc2C(F)(F)F)cc1 | 0.5 | -1.0 | -18 | -6 | 6 | 7 | 5 | 1 | -7
CCOC(=O)c1ccc2c(c1)nc(SCC(=O)N1CCCCC1)n2CC | -4.2 | -2.7 | 7 | -3 | 3 | 2 | -3 | 0 | 26
Cc1cccc(OCC(O)CN2C(C)(C)CC(O)CC2(C)C)c1 (centres undefined) | -4.0 | -3.9 | -10 | 1 | -5 | 7 | -4 | -3 | -3
CCc1sc(C(=O)N2CCc3cc(OC)c(OC)cc3C2CC(=O)O)cc1C (centres undefined) | nt | nt | 3 | -1 | nt | -3 | nt | 1 | nt
Cc1ccc(-c2noc(CCCN3C(=O)c4ccccc4C3=O)n2)cc1 | -1.5 | -3.1 | -5 | -3 | 18 | -8 | -8 | 3 | -9
CC1CCN(C(=O)CCc2nnc3ccc(NCCCN4CCCC4=O)nn23)CC1 | -2.2 | -5.8 | -11 | 1 | 4 | 9 | 12 | 1 | 17
COc1ccc(CN2C(=NC(=O)C3CCCO3)SC3CS(=O)(=O)CC32)cc1 (centres undefined) | -1.7 | -3.9 | -7 | -9 | 2 | 8 | -1 | -1 | 21
Cn1c(=O)cc(OCC(=O)Nc2ccccn2)c2ccccc21 | -2.5 | -2.5 | 13 | 1 | -4 | -1 | -11 | 8 | -2
CCN(CC)c1ccc(N2C(=O)/C(=C\c3cccs3)SC2=S)cc1 | -1.4 | -1.4 | 3 | 1 | 7 | 4 | -6 | 3 | 9
CCn1c(NCc2cc(OC)ccc2OC)nc2ccccc21 | -2.8 | -3.7 | -4 | -3 | -7 | 4 | 1 | 4 | -2
COc1ccc(Cl)cc1-n1c(C)cc(C(=O)OCC(=O)N2CC(=O)Nc3ccccc32)c1C | 1.5 | -2.0 | -24 | 6 | -8 | -2 | 0 | 1 | -6
COc1cc(/C=N/Nc2nc3ccccc3s2)cc([N+](=O)[O-])c1O | -2.8 | -2.7 | 26 | 3 | 19 | -4 | -10 | 0 | 1
Cc1cccc(CCNS(=O)(=O)c2ccc3c(c2)CCN3C(=O)CCC(=O)O)c1 | -1.5 | -2.7 | 3 | nt | 13 | -5 | 4 | 7 | 19
CCN1CCN(CC(=O)Nc2sc3c(c2C#N)CCC3)CC1 | 0.5 | -3.5 | 1 | 0 | 3 | 0 | -17 | 7 | 7
N#Cc1cccc(CN2CCC(=O)N([C@H](CO)c3ccccc3)CC2)c1 | -4.5 | -4.8 | -11 | 2 | 3 | -5 | 0 | 2 | 2
O=C(NNC1CC(=O)N(c2ccc(Cl)cc2)C1=O)c1ccccc1Cl (centres undefined) | -5.5 | -1.6 | 4 | -7 | -12 | -2 | -5 | 10 | 38*
O=c1c2c(-c3ccc([N+](=O)[O-])cc3)ccnc2[nH]n1-c1ccccc1 | -2.8 | -5.2 | 1 | -7 | -3 | 7 | -8 | 5 | 16
CCCCOC(=O)c1ccc(NC(=O)C(=O)NCc2ccncc2)cc1 | -4.4 | -3.1 | -12 | -8 | 2 | 2 | 3 | -4 | 3
COc1ccc(/C=C/C(=O)OCC(=O)Nc2cc(C(N)=O)cc(C(N)=O)c2)cc1 | -2.1 | -2.8 | -1 | -5 | 9 | 9 | 10 | 2 | -9
Cc1ccc(CNC(=O)C2CCC(=O)N(CCc3ccccc3)C2)s1 (centres undefined) | -0.5 | 0.3 | -20 | -10 | 17 | 0 | 0 | 2 | 13
Clc1cccc(OCc2nc(-c3ccncc3)no2)c1 | -2.4 | -1.4 | -7 | -5 | 8 | -1 | 10 | 1 | 0
O=S(=O)(Nc1nc2ccccc2nc1Nc1cccc(S(=O)(=O)N2CCCCC2)c1)c1ccccc1 | -1.0 | -1.6 | 36 | 6 | 23 | 3 | -26 | 0 | 6
COc1ccc(/C=N/NC(=O)c2ccco2)cc1COc1ccc(F)cc1 | -1.0 | -1.5 | 6 | 4 | 15 | -1 | -18 | -1 | -4
O=C(NCc1ccc(F)cc1)c1ccc(S(=O)(=O)Nc2cccc(C(F)(F)F)c2)cc1 | -1.3 | -2.1 | -13 | -4 | -22 | 3 | -1 | -4 | -34
CCSc1cc(C2C(C#N)=C(N)OC(C)=C2C(=O)OC)c(C)o1 (centres undefined) | -3.4 | -4.3 | 5 | -4 | 3 | 4 | -5 | 3 | -2
COc1ccc(NC(=O)Nc2cnccn2)c(OC)c1 | -1.0 | -1.8 | 17 | 1 | -3 | 0 | 3 | 2 | -2
O=C(NC1CCN(Cc2ccccc2)CC1)C1CCCN(c2nnc(-n3cccc3)s2)C1 (centres undefined) | -0.6 | -4.2 | 19 | nt | 2 | 0 | 0 | 2 | -10
Cc1onc(C(=O)N2CCN(c3ccccc3F)CC2)c1-c1ccccc1Cl | -2.4 | -2.9 | 4 | -5 | -12 | 5 | -8 | 4 | 7
Cc1cc(NC(=O)c2cc(-c3ccc(OC(C)C)cc3)nc3ccccc23)no1 | 0.3 | -0.9 | -29 | -7 | -14 | 1 | 12 | -6 | -9
CC(=O)N1c2ccc(Cl)cc2C2OCCC2C1c1ccco1 (centres undefined) | -2.2 | -2.1 | 8 | -4 | 6 | 3 | -33 | -6 | -1
COC(=O)c1cc(Cn2nc(C(=O)O)c3ccccc3c2=O)oc1C | 1.8 | -0.1 | -13 | 7 | 12 | 1 | 4 | 3 | 0
O=c1c2ccc(Cl)cc2[nH]c(=S)n1Cc1cccnc1 | -3.4 | -5.3 | -4 | -3 | 7 | 6 | -5 | 0 | -8
CC(C(=O)N1CCN(C=O)CC1)N1C(=O)c2ccccc2C1=O (centres undefined) | -0.1 | -0.1 | 5 | -2 | 18 | 5 | -17 | 3 | -1
Cc1cc(=O)oc2cc(NC(=O)c3cc([N+](=O)[O-])ccc3N3CCOCC3)ccc12 | -2.2 | -2.5 | 7 | -2 | 12 | 1 | 4 | 10 | 4
C=CCNC(=O)Nc1ccc(OCC)cc1 | -3.0 | -2.8 | -1 | -3 | 4 | 9 | -9 | 4 | 4
CC(Sc1ccc2ccccc2n1)C(=O)O (centres undefined) | -1.5&-1.6 | -3.2&-0.4 | 13 | -2&-5 | -10&-5 | nt | 0&0 | 3 | 8&1
O=C(CSc1n[nH]c(=O)[nH]c1=O)Nc1ccc(C(=O)O)cc1 | 1.1 | 7.7* | -5 | -6 | 4 | 2 | -19 | 5 | 3
Cc1ccc(C(=O)COC(=O)CCN2C(=O)C3C4CC(C(Br)C4Br)C3C2=O)cc1 (centres undefined) | -3.9 | -4.5 | 2 | -6 | 5 | -2 | -4 | 4 | -5
O=C(CSc1nccc(-c2cccs2)n1)Nc1ccc(F)c(Cl)c1 | -0.4 | -2.2 | -5 | -1 | -6 | 8 | -30 | 2 | -12
COc1ccc(S(=O)(=O)N2CCC(N3CCN(c4ccccc4)CC3)CC2)cc1 | -3.1 | -1.5 | nt | nt | -2 | -3 | -13 | nt | 11
O=C1CC(c2cccc([N+](=O)[O-])c2)c2ccc3ccccc3c2N1 (centres undefined) | -2.7 | -2.3 | -59 | -3 | -11 | -3 | -7 | 3 | -13
COc1ccccc1Oc1ccc2c(c1)C(=O)N(CC(=O)O)C2=O | 0.6 | 0.2 | 14 | nt | -15 | -8 | 2 | 2 | 2
Cc1ccc(CNC(=O)NCc2ccccc2)cc1 | -1.4 | -1.8 | 4 | -5 | -1 | 1 | -25 | 1 | 5
Cc1ccc(NC(=O)Nc2cccc(C)n2)cc1 | 0.2 | -3.9 | 7 | -8 | -3 | 1 | 0 | 0 | 3
Cc1ccc(/C=C/C(=O)NCc2ccco2)o1 | -1.3 | -4.4 | nt | 0 | 12 | 4 | -13 | nt | 7
O=C(NCCc1ccccc1F)C(=O)Nc1nccs1 | -1.8 | -3.2 | -13 | -4 | 29 | 3 | 1 | 1 | 13
CCCCCCCCC/C(=N\O)c1ccccn1 | -5.7 | -3.4 | -6 | -4 | 21 | 5 | 3 | 8 | 3
Cc1ccc2c(c1)N=C(c1ccc(F)cc1)CO2 | 0.9 | -1.2 | -27 | -2 | -33 | 1 | 5 | 1 | -2
COC(=O)C1=NN(c2ccccc2)C2(S1)S/C(=C\c1ccccc1)C(=O)N2c1ccccc1 (centres undefined) | -4.7 | -3.0 | -6 | -3 | 12 | 9 | 1 | -1 | -2
COc1ccc(N2C(=O)c3ccccc3C2=O)cc1 | -5.4 | -1.1 | 24 | 0 | 10 | 9 | 7 | 8 | -9
COc1ccc(/C(O)=C2\C(=O)C(=O)N(Cc3ccco3)C2c2cc(OC)ccc2OC)cc1 (centres undefined) | 12* | -2.8 | -9 | -8 | 20 | 5 | -3 | 0 | 12
O=S(=O)(c1ccc2[nH]ccc2c1)N1CCCCCC1 | -1.8 | -3.5 | 11 | -3 | -3 | 2 | -6 | 4 | 1
O=C(Nc1cccc(Cl)c1Cl)c1ccncc1 | -1.4 | -2.4 | -8 | -2 | -3 | -1 | 5 | -5 | 1
CC1=Nc2ccccc2/C1=C/c1sc(=O)n(CC(=O)N2CCCC2)c1O | -4.7 | -3.0 | 2 | -1 | 4 | 5 | 6 | -2 | 1
CC1Cc2cc(/C(O)=C3/C(=O)C(=O)N(CCN4CCOCC4)C3c3cccc(O)c3)ccc2O1 (centres undefined) | -1.9 | -1.2 | -10 | -3 | 25 | 10 | -3 | 3 | -3
Cc1ccc(NC(=O)c2cc(-c3ccco3)on2)cc1C | -4.7 | -3.7 | 8 | -8 | 10 | -3 | 4 | -9 | 10
Cn1cc(CCNC(=O)C2CCC(=O)N(CCc3ccc(Cl)cc3)C2)cn1 (centres undefined) | -3.2 | -2.6 | 6 | 1 | 1 | 5 | -11 | -5 | 6

Three structures already listed, arranged by molecular weight, ascending:
SMILES | VIM-2 inh | IMP-1 inhibitor | CRFR2-BP antag | GalR3 antag | SUMO HTRF inh | IDE inh | p-CIP stab down | IDE cell activ | HCV NS3 hel inh
Cc1ccc2c(c1)N=C(c1ccc(F)cc1)CO2 | 0.9 | -1.2 | -27 | -2 | -33 | 1 | 5 | 1 | -2
COc1ccc(N2C(=O)c3ccccc3C2=O)cc1 | -5.4 | -1.1 | 24 | 0 | 10 | 9 | 7 | 8 | -9
Cc1ccc(NC(=O)c2cc(-c3ccco3)on2)cc1C | -4.7 | -3.7 | 8 | -8 | 10 | -3 | 4 | -9 | 10
